M1 PAM parental – nonselective activator or artifact in parental CHO-K1 calcium assay. activation, % at 3 µM. actives 0.02% (n = 360,000). ATP EC20, Fluo-8 calcium fluorescence; 0% at ATP EC20, 100% at ATP max;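 active = activation above the run cutoff, the mean activation of all test compounds plus 3 SD, cut at about 40% in these data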;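 also: peak over basal fluorescence ratio in a 140 s read after ATP addition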
CHO-K1 Ca antag – counter-screen for M1 antagonists: effect in parental CHO-K1 cells; ATP-induced calcium, Fluo-8 fluorescence; inhibition, % at 3 µM; actives 0.6% (n = 360,000); AID 602250;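 active = inhibition above a per-plate cutoff, the plate's mean sample inhibition plus 3 SD, cut at about 24% in these data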;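 also: 0% = DMSO plus EC80 ATP and 100% = DMSO alone without ATP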
CHRM4 PAM – potentiates acetylcholine response at human M4 receptor | P08173 | actives 0.4% (n = 360,000) | activation, % at 3 µM | AID 624126 | CHO-K1 hM4/Gqi5, Fluo-8 calcium fluorescence, ACh EC20; 0% = ACh EC20, 100% = maximal ACh;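 active = activation above its plate's cutoff, the mean activation of sample wells plus 3 SD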; also: some results filed as inactive read as strong as hits
Target sequence (P08173 whole entry, looked up): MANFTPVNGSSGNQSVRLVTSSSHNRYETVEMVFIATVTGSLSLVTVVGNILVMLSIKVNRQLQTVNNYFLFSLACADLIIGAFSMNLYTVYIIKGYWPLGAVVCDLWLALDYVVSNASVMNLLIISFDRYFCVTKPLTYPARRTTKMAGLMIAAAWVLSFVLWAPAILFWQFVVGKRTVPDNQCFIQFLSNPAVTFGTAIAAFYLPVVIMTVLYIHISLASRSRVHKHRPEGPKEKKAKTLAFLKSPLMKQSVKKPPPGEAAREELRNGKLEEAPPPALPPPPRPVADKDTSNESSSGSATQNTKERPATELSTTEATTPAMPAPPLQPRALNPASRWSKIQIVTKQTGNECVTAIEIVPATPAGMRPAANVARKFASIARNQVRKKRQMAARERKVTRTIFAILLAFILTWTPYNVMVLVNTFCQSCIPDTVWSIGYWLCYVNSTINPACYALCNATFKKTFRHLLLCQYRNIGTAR
CHRM4 agonist – CHRM4 agonism in calcium assay; actives 0.14% (n = 360,000); AID 624127; CHO-K1 hM4/Gqi5, Fluo-8 calcium fluorescence; vehicle 0%, full acetylcholine response 100%; P08173; activation, % at 3 µM;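 active = activation above the run mean over all test wells plus 3 SD, cut at about 32% in these data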;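 also: peak over basal fluorescence ratio per well then scaled between controls; 0% = DMSO wells and 100% = acetylcholine at EC100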
M1 ag parental – counter-screen for M1 agonists: effect in parental CHO-K1 cells | Fluo-8 calcium fluorescence; scaled to maximal ATP response, vehicle zero | activation, % at 3 µM | actives 0.48% (n = 360,000); in the data active = activation above about 15%;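 also: untransfected CHO-K1 host cells lacking M1 receptor as counterscreen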
M4 antag – antagonists of human muscarinic M4 receptor (CHRM4). P08173. CHO-hM4 cells, ACh EC80, Fluo-8 calcium fluorescence. inhibition, % at 3 µM. actives 0.73% (n = 360,000). AID 624125;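 active = inhibition above its plate's cutoff, the mean inhibition of sample wells plus 3 SD, cut at about 27% in these data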;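 also: 0% = acetylcholine EC80 with DMSO and 100% = DMSO without agonist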
CHRM5 PAM – potentiates acetylcholine response at human M5 receptor; P08912; activation, % at 3 µM; actives 0.3% (n = 360,000); CHO-K1 hM5, Fluo-8 calcium, ACh EC20 PAM; 0% = ACh EC20, 100% = ACh EC100;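 active = activation above the run cutoff, the mean activation of all test compounds plus 3 SD, cut at about 18% in these data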
Target sequence (P08912 whole entry, looked up): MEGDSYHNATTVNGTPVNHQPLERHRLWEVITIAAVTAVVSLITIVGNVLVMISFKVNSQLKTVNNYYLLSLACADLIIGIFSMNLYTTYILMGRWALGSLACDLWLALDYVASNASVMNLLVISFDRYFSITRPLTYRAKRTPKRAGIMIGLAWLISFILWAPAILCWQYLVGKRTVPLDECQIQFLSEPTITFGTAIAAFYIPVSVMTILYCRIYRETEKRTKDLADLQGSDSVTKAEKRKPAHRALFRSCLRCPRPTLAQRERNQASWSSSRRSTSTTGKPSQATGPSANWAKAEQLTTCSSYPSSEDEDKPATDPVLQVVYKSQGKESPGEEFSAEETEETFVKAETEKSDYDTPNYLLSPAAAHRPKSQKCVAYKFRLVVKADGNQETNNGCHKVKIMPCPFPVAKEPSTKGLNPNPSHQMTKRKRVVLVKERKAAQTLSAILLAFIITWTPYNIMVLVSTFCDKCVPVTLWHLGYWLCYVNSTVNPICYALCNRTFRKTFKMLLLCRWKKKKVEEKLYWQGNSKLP
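Assay system: CHO-K1 hM5 cells / Incubation: Fluo-8 loading 80 min at 37 °C plus 30 min room temperature / Technique: Fluo-8 calcium dye fluorescence, kinetic read / Repeats: single replicate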
M5 antag – antagonists of human muscarinic M5 receptor (CHRM5); actives 0.59% (n = 360,000); inhibition, % at 3 µM; CHO-hM5 cells, Fluo-8 calcium fluorescence, ACh EC80; AID 624040; P08912;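 active = inhibition above a per-plate cutoff, the mean of that plate's test compounds plus 3 SD, cut at about 27% in these data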;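 also: 0% = acetylcholine EC80 with DMSO and 100% = DMSO without agonist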
CHRM5 agonist – CHRM5 agonism in calcium assay. P08912. CHO-K1 hM5 cells, Fluo-8 calcium fluorescence; 0% DMSO wells, 100% maximal acetylcholine response. activation, % at 3 µM. actives 0.19% (n = 360,000). AID 624037;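 active = activation above the run's mean over test compounds plus 3 SD, cut at about 23% in these data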;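 also: signal is peak over basal fluorescence ratio across the kinetic read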
Numbers without * were called inactive.

#1 Cn1nc(C(C)(C)C)c([N+](=O)[O-])c1C(=O)N1CCOCC1
#2 Cc1ccc2c(c1)nnn2C1CCN(C(=O)c2cccs2)CC1
#3 Cn1c(=O)c2c(nc(SCC(=O)c3ccc(F)cc3)n2C)n(C)c1=O
#4 Cc1c(C)c(C)c2[nH]c(-c3ccc4c(c3)OCO4)nc2c1C
#5 Cc1ccc(CNC(=O)c2cccc3c2C(=O)c2ccc(N4CCCCC4)cc2S3(=O)=O)cc1
#6 O=S(=O)(c1ccc(NC(=S)NN=C(C2CC2)C2CC2)cc1)N1CCOCC1
#7 COc1ccc(CCNc2nc(-c3ccc(NC(C)=O)cc3)cs2)cc1OC
#8 Cc1ccc(-c2nc(N/N=C/c3cccnc3)c3ccccc3n2)cc1
Compound | 1 | 2 | 3 | 4 | 5 | 6 | 7 | 8
M4 antag | 1 | 3 | 0 | 1 | 14 | 0 | -2 | -7
CHRM5 PAM | 5 | -2 | -1 | -6 | -36 | -6 | -11 | -9
CHO-K1 Ca antag | 15 | 11 | -1 | -8 | 9 | -9 | -5 | -9
M1 ag parental | 0.1 | 0.3 | -0.2 | 1.1 | 11 | 0.1 | 4.4 | 4.5
M1 PAM parental | 1 | -8 | -2 | -6 | -9 | 3 | 7 | 15
M5 antag | -9 | 0 | 16 | 15 | 32* | 6 | 6 | 12
CHRM4 PAM | -1 | 6 | -21 | -2 | -17 | -11 | -2 | -8
CHRM4 agonist | 0 | 1 | 1 | 6 | 99* | 0 | 11 | 9
CHRM5 agonist | -3 | 1 | 0 | -3 | 61* | -2 | 10 | 3

#9 O=c1[nH]cccc1-c1nc2ccccc2n1Cc1ccc(Cl)cc1
#10 O=c1cc(O)c2c(=O)n(Cc3ccccc3)c3ccccc3c2o1
#11 CCOC(=O)c1cc2c(=O)c3cc(C)ccc3oc2nc1C
#12 Cc1ccc(NC(=O)c2oc3ccc(S(=O)(=O)N4CCOCC4)cc3c2C)cc1C
#13 COc1ccc(OC)c(C(=O)NC(CC(N)=O)c2ccc(NCCOc3ccccc3)c([N+](=O)[O-])c2)c1 (stereo unspecified)
#14 CC1CCN(S(=O)(=O)c2ccc(C(=O)NC3CCS(=O)(=O)C3)cc2)CC1 (stereo unspecified)
#15 CC1=C(C)C(OCCBr)N(c2cc(O)c(Cl)cc2F)C1=O (stereo unspecified)
#16 CN1CCN(C(=O)C2=C[C@@H](C3CCCCC3)C[C@@H](OCCCCO)O2)CC1
Compound | 9 | 10 | 11 | 12 | 13 | 14 | 15 | 16
M4 antag | -2 | 5 | 3 | 4 | -3 | -10 | 3 | -11
CHRM5 PAM | -3 | -5 | -7 | -10 | 16 | -1 | 0 | 6
CHO-K1 Ca antag | 7 | -4 | -7 | -28 | -6 | -10 | -4 | -10
M1 ag parental | 1.0 | 0.5 | 5.3 | 5.2 | -0.2 | 0.9 | -0.2 | 0.8
M1 PAM parental | -8 | 0 | 12 | -12 | 1 | 0 | -9 | 16
M5 antag | 9 | 12 | 13 | 4 | -3 | 5 | 10 | 9
CHRM4 PAM | 3 | -8 | -10 | -7 | 0 | 7 | -14 | 6
CHRM4 agonist | 2 | 0 | 16 | 18 | 2 | 2 | 1 | 2
CHRM5 agonist | -2 | 0 | 2 | 6 | 3 | 3 | -2 | -4

#17 Cc1c(Cl)ccc2c(C(=O)NCCCn3nccc3C)cc(-c3ccccn3)nc12
#18 Cc1ccc(S(=O)(=O)N(C)Cc2nc(-c3ccncc3)no2)cc1
#19 Cc1cc(=O)oc2cc(OCC(=O)NCC3CCC(C(=O)O)CC3)ccc12 (stereo unspecified)
#20 CCn1c(=O)n(CC(=O)NCc2ccco2)c(=O)c2ccccc21
#21 COc1cc2c(cc1OC)CN(C(=O)CSc1nc(C)cc(C)c1C#N)CC2
#22 COc1cc(C(=O)N/C(=C\c2cn(C)c3ccccc23)C(=O)NCCN2CCOCC2)cc(OC)c1OC
#23 COc1ccccc1N1CCN(C(=O)c2ccc3noc(-c4ccccc4)c3c2)CC1
#24 CNC(=O)CSc1nnc(-c2cccnc2)n1CCc1ccccc1
Compound | 17 | 18 | 19 | 20 | 21 | 22 | 23 | 24
M4 antag | -8 | -1 | -14 | 0 | 4 | 7 | -23 | 3
CHRM5 PAM | -8 | -1 | 0 | -2 | 2 | 4 | -13 | 2
CHO-K1 Ca antag | -10 | 2 | -2 | 15 | -5 | -9 | -5 | -12
M1 ag parental | 3.0 | 2.4 | 0.3 | -0.2 | 0.6 | 0.3 | 1.2 | 0.9
M1 PAM parental | 14 | 20 | 5 | -10 | 22 | -1 | -6 | 23
M5 antag | 14 | 5 | 2 | -2 | 1 | -1 | 4 | 1
CHRM4 PAM | 8 | 7 | 8 | -9 | 10 | -5 | -1 | -2
CHRM4 agonist | 2 | 6 | 1 | 0 | 1 | 1 | 8 | 0
CHRM5 agonist | -4 | 4 | 3 | 1 | -5 | -2 | 25* | 1

#25 Cc1ccc(N2CC(C(=O)Nc3nnc(SCC(=O)NCC4CCCO4)s3)CC2=O)cc1 (stereo unspecified)
#26 COC(=O)c1c(NC(NC(=O)C(C)C)C(Cl)(Cl)Cl)sc2c1CCCC2 (stereo unspecified)
#27 Cc1cc(Cl)c(OCCCSc2nc(C)cc(=O)[nH]2)c(Br)c1
#28 COc1ccc(-c2nc(Cn3c(SCc4ccccc4F)nc4ccncc43)c(C)o2)cc1
#29 CCCCn1c(SCC(=O)N(CC)C2CCS(=O)(=O)C2)nc2cc(S(N)(=O)=O)ccc21 (stereo unspecified)
#30 COC(=O)c1ccc(N2C(=O)CC(N3CCN(c4ccccc4)CC3)C2=O)cc1 (stereo unspecified)
#31 O=C(Nc1cc(C(F)(F)F)ccc1Cl)c1cc2nc3c(c(C(F)(F)F)n2n1)CCCC3
#32 O=C(Nc1cccc(Oc2ccccc2)c1)C1Cc2c(-c3ccco3)ccnc2O1 (stereo unspecified)
Compound | 25 | 26 | 27 | 28 | 29 | 30 | 31 | 32
M4 antag | 1 | 1 | 4 | -21 | -5 | -2 | 0 | -2
CHRM5 PAM | 1 | -7 | 4 | -4 | 4 | -2 | 4 | -5
CHO-K1 Ca antag | -1 | -10 | -13 | 8 | -10 | -4 | 1 | 9
M1 ag parental | 0.9 | 0.1 | 0.9 | -0.2 | 0.3 | 0.2 | 0.2 | -0.2
M1 PAM parental | -3 | 20 | 29 | 7 | 7 | 22 | 6 | -11
M5 antag | -2 | 11 | -2 | 0 | 12 | 0 | -7 | -4
CHRM4 PAM | -2 | 0 | 12 | -4 | 0 | 22 | 0 | -1
CHRM4 agonist | 0 | 0 | -1 | 7 | 2 | 1 | 1 | 0
CHRM5 agonist | -3 | -2 | -1 | -2 | -1 | -2 | -1 | 1

#33 Cc1ccc(NC(=O)CCn2cnc3ccccc3c2=O)c(C)c1
#34 O=C(CCS(=O)(=O)c1ccc(Br)cc1)NC1CCCCCC1
#35 c1csc(-c2noc(CN3CCN4CCCC4C3)n2)c1 (stereo unspecified)
#36 Cc1cc(C)c(NC(=O)CSc2nc3ccncc3[nH]2)c(C)c1
#37 Oc1ccccc1C=NCC(O)c1ccccc1 (stereo unspecified)
#38 CC(=O)N1CCN(C(=S)NC(=O)c2ccc(F)cc2)CC1
#39 O=C(CCC(=O)c1ccc(F)cc1)NCC1(N2CCCCC2)CCCCC1
#40 NC(=O)COC(=O)c1ccccc1Nc1ccc(SC(F)F)cc1
Compound | 33 | 34 | 35 | 36 | 37 | 38 | 39 | 40
M4 antag | -9 | 3 | -1 | 10 | 5 | -14 | -17 | 2
CHRM5 PAM | 10 | 5 | 5 | -2 | -5 | 9 | -2 | 0
CHO-K1 Ca antag | 10 | 4 | -13 | -4 | -5 | 0 | -18 | -12
M1 ag parental | 0.3 | 1.1 | 1.4 | 0.2 | 0.1 | 0.0 | 0.9 | 1.2
M1 PAM parental | 5 | -3 | 2 | -16 | 17 | -14 | 6 | 27
M5 antag | 9 | -4 | 7 | 2 | 6 | 4 | -3 | 5
CHRM4 PAM | 5 | 0 | 5 | 1 | 6 | 7 | 2 | 5
CHRM4 agonist | 3 | 1 | 1 | 1 | 0 | 0 | 4 | 4
CHRM5 agonist | 2 | 1 | -9 | 0 | -1 | 4 | 0 | -1

#41 CCOc1cc(N2CCOCC2)c(OCC)cc1NC(=O)CN1C(=O)N(C)C2(CCCCC2)C1=O
#42 CCCc1ccc(C(=O)CN2C(=O)C(=O)N(C3CCCC3)C2=O)cc1
#43 COc1cccc(NC(=O)C2(C)CCN2Cc2ccccc2OC(F)F)c1 (stereo unspecified)
#44 CN(c1ccccc1)S(=O)(=O)c1nnc(NC(=O)C2CCCCC2)s1
#45 O=C(CCC(=O)Nc1ccc(F)cc1)N/N=C/c1cccs1
#46 COc1ccc(Nc2oc(COc3ccc(C)cc3)nc2C#N)cc1
#47 COc1ccccc1C(=O)n1nc(-c2ccccc2)nc1N
#48 Cc1nc2c(c(C)nn2-c2ccccc2)c(C)c1CCC(=O)Nc1ccc(CN2CCCC2)cc1
Compound | 41 | 42 | 43 | 44 | 45 | 46 | 47 | 48
M4 antag | 3 | 2 | -10 | -7 | -5 | -9 | 1 | 8
CHRM5 PAM | -3 | -3 | -6 | 0 | -2 | -12 | -1 | -4
CHO-K1 Ca antag | 6 | -10 | -14 | -4 | 11 | 13 | -5 | -13
M1 ag parental | 0.0 | -0.4 | 0.3 | 0.0 | 0.3 | 0.0 | -0.1 | 3.0
M1 PAM parental | -1 | -4 | 14 | -11 | -22 | 1 | -2 | 10
M5 antag | 21 | 14 | -2 | -1 | 5 | 9 | 2 | 8
CHRM4 PAM | 5 | -1 | -8 | 5 | -4 | -5 | -7 | -13
CHRM4 agonist | 0 | 0 | 1 | 1 | 2 | -3 | 1 | 9
CHRM5 agonist | 2 | -4 | -3 | -3 | -2 | -4 | -4 | -8

Grouped by structure: the compounds so far containing fluorine (9)
#3 Cn1c(=O)c2c(nc(SCC(=O)c3ccc(F)cc3)n2C)n(C)c1=O
#15 CC1=C(C)C(OCCBr)N(c2cc(O)c(Cl)cc2F)C1=O (stereo unspecified)
#28 COc1ccc(-c2nc(Cn3c(SCc4ccccc4F)nc4ccncc43)c(C)o2)cc1
#31 O=C(Nc1cc(C(F)(F)F)ccc1Cl)c1cc2nc3c(c(C(F)(F)F)n2n1)CCCC3
#38 CC(=O)N1CCN(C(=S)NC(=O)c2ccc(F)cc2)CC1
#39 O=C(CCC(=O)c1ccc(F)cc1)NCC1(N2CCCCC2)CCCCC1
#40 NC(=O)COC(=O)c1ccccc1Nc1ccc(SC(F)F)cc1
#43 COc1cccc(NC(=O)C2(C)CCN2Cc2ccccc2OC(F)F)c1 (stereo unspecified)
#45 O=C(CCC(=O)Nc1ccc(F)cc1)N/N=C/c1cccs1
Compound | 3 | 15 | 28 | 31 | 38 | 39 | 40 | 43 | 45
M4 antag | 0 | 3 | -21 | 0 | -14 | -17 | 2 | -10 | -5
CHRM5 PAM | -1 | 0 | -4 | 4 | 9 | -2 | 0 | -6 | -2
CHO-K1 Ca antag | -1 | -4 | 8 | 1 | 0 | -18 | -12 | -14 | 11
M1 ag parental | -0.2 | -0.2 | -0.2 | 0.2 | 0.0 | 0.9 | 1.2 | 0.3 | 0.3
M1 PAM parental | -2 | -9 | 7 | 6 | -14 | 6 | 27 | 14 | -22
M5 antag | 16 | 10 | 0 | -7 | 4 | -3 | 5 | -2 | 5
CHRM4 PAM | -21 | -14 | -4 | 0 | 7 | 2 | 5 | -8 | -4
CHRM4 agonist | 1 | 1 | 7 | 1 | 0 | 4 | 4 | 1 | 2
CHRM5 agonist | 0 | -2 | -2 | -1 | 4 | 0 | -1 | -3 | -2
